RORg inh – qHTS for inhibitors of ROR gamma transcriptional activity; Drosophila S2 Gal4-RORgamma UAS-luciferase reporter, 20 h; Nuclear receptor ROR-gamma (Mus musculus), P51450; Potency, µM (doses to about 53.6 µM), inactives show top-dose activity change, negative = inhibition, most hits filed as inhibitors; 5.4% of 310,000 active; note: potency is the fitted concentration of half-maximal effect; % is set by controls: 0 for no effect and ±100 for the full control effect; nearly all actives have a fitted effect of over 60% in size
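ROR gamma transcriptional activity was tracked as Gal4-UAS luciferase output in stably transfected Drosophila Schneider cells, with compound added 1 hr before 700 uM copper sulfate induction and a 20 hr ambient-temperature incubation.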
NPC1 promoter act – qHTS Assay for NPC1 Promoter Activators. Potency, µM (series often up to 9.22 µM), for the others: top-dose activation, most hits filed as activators. AID 485313, 2010. Huh7 NPC1 promoter luciferase reporter, 24 h. 2.4% of 320,000 active;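 note: potency is the fitted concentration of half-maximal effect; % of control where 0% means no effect; nearly all actives have a fitted effect of over 60% in size; reporter is driven by a mutant NPC1 promoter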
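Compounds in DMSO were transferred onto Huh7 NPC1-luciferase reporter cells pre-incubated 2 h; after 24 h at 37 °C, Amplite reagent was dispensed and luminescence recorded 10 min later.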
MBNL1 CUG block – qHTS Assay for Inhibitors of MBNL1-poly(CUG) RNA binding; Muscleblind-like protein 1 (Homo sapiens), Q9NR56; Potency, µM (series often up to 57.5 µM), for the others: at the highest dose activity change, negative = inhibition, usual class: inhibitors; 0.036% of 280,000 active; AID 2675, 2010; TR-FRET MBNL1-His/biotin-(CUG)12 binding, 665/545 ratio; active = well fitted inhibition curve with a large enough effect in the signal ratio, with a control signal flat, not every such curve was filed as active; inconclusive = small, poorly fitted or top-dose-only effect, or effect the other way, or a change in a side signal; inactive = no such curve, though single readings can be large or run the other way; the % refers to the signal ratio; note: potency is the fitted concentration of half-maximal effect; % is set by controls: 0 for no effect and ±100 for the full control effect
Target sequence (Q9NR56 whole entry, looked up): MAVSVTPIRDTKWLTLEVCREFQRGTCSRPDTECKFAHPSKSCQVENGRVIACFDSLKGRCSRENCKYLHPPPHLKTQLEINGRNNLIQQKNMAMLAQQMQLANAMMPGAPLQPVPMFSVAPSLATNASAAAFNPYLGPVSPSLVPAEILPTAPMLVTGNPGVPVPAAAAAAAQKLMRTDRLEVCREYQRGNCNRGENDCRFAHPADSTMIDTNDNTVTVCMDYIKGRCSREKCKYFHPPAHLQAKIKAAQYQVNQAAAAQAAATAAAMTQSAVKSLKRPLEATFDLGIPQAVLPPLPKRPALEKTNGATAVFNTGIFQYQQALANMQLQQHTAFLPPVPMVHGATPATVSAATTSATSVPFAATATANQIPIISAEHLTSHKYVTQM
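His-tagged MBNL1 binding to biotinylated (CUG)12 RNA was measured by TR-FRET using terbium anti-His antibody (0.055 ng/ul final) and streptavidin-XL665 (5 nM final). Compounds were titrated 92 nM to 58 uM; 60 min at room temperature.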
FLuc modulator – qHTS profiling assay for firefly luciferase inhibitor/activator using purifed enzyme and Km concentrations of substrates (counterscreen for miR-21 project); Luciferin 4-monooxygenase (Photinus pyralis), P08659; purified FLuc, Km substrates, luminescence inhibition; Potency, µM (series often up to 57.5 µM), without a hit: at the highest dose activity change, negative = inhibition, usual class: inhibitors; 6.9% of 360,000 active; AID 588342, 2011;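 note: potency is the fitted concentration of half-maximal effect; plate controls were vehicle for no effect and reference inhibitor for full effect; nearly all actives have a fitted effect of over 55% in size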
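Purified P. pyralis luciferase, 10 nM final, with Km-level 10 uM D-luciferin and 10 uM ATP in 50 mM Tris acetate pH 7.5, 10 mM Mg acetate, 0.01% Tween-20, 0.05% BSA; 6-point qHTS titration about 60 µM downward; luminescence read.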
KCNH2 3.1 inh – qHTS for Inhibitors of KCHN2 3.1: Mutant qHTS. U2OS KCNH2 3.1, thallium flux FluxOr; hits give low values. Potassium voltage-gated channel subfamily H member 2, brain isoform KCNH2 3.1 (human). 0.95% of 340,000 active. activity change, % (tested at about 1.8 µM);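 active = maximum activity change below -70%; inconclusive = maximum activity change from -70% to -50%; inactive = maximum activity change above -50%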;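 note: thallium influx rate constant from kinetic fluorescence after stimulation buffer; % is set by controls: 0 for no effect and ±100 for the full control effect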
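Steps: virus added to U2OS suspension (4 h, RT, dark); medium with 10% FBS added, cells plated, 37 C overnight; FluxOr/Red40 loading buffer 45 min RT; stimulation buffer, 2 min kinetic read; rate constant normalized.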
ELG1 repair inh – qHTS screen for small molecules that inhibit ELG1-dependent DNA repair in human embryonic kidney (HEK293T) cells expressing luciferase-tagged ELG1; HEK293T ELG1-luciferase reporter, luminescence, 16 h; DNA damage induced by 5-fluorouridine; Potency, µM (highest dose often 46.1 µM), inactives show at the highest dose activity change, negative = inhibition, hits mostly inhibitors; 2.3% of 330,000 active; AID 504467, 2011; note: potency is the fitted concentration of half-maximal effect; % is set by controls: 0 for no effect and ±100 for the full control effect; nearly all actives have a fitted effect of over 55% in size
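Luminescence from the luciferase reporter, measured 30 min after ONE-Glo reagent at room temperature, was the read-out. Beforehand, 2,000 cells per well were exposed for 16 hr at 37 °C to 5-fluorouridine together with compound or vehicle.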
Gal4-VP16 FLuc – VP16 counterscreen qHTS for inhibitors of ROR gamma transcriptional activity. Drosophila S2 Gal4-VP16 UAS-luciferase, luminescence, 20 h. 3.5% of 310,000 active. AID 2546, 2010. Potency, µM (series often up to 53.6 µM), for the others: top-dose activity, negative = inhibition, usual class: inhibitors;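 note: Gal4-VP16 expression switched on by copper sulfate through the metallothionein promoter; potency is the fitted concentration of half-maximal effect; % is set by controls: 0 for no effect and ±100 for the full control effect; nearly all actives have a fitted effect of over 50% in size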
Mito fusion act – qHTS Assay for Small Molecule Inhibitors of Mitochondrial Division or Activators of Mitochondrial Fusion | S. cerevisiae fusion-defective mutant growth rescue, CellTiterGlo 48 h | Potency, µM (top dose mostly 46.1 µM), inactives show at the highest dose growth rescue (activation), actives largely listed as activators | 0.23% of 320,000 active | AID 485298, 2010;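 note: potency is the fitted concentration of half-maximal effect; % of control where 0% means no effect; nearly all actives have a fitted effect of over 45% in size; temperature-sensitive fusion mutants such as fzo1-1 at 37 °C on non-fermentable ethanol glycerol medium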
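Luminescent cell viability in 1536-well qHTS format served as the measure of rescued growth in ts fusion-mutant S. cerevisiae cultured on non-fermentable YPEG for 48 hours at 37C.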
PKM2 act – qHTS Assay for Activators of Human Muscle isoform 2 Pyruvate Kinase. Pyruvate kinase PKM (Homo sapiens), P14618. Potency, µM (series often up to 57.5 µM), without a hit: at the top dose activation, actives largely listed as activators. AID 1631, 2009. 0.34% of 260,000 active. purified PKM2, Kinase-Glo ATP luminescence, activation; response scale: 0% is enzyme alone, no compound; note: potency is the fitted concentration of half-maximal effect; % is set by controls: 0 for no effect and ±100 for the full control effect; nearly all actives have a fitted effect of over 55% in size
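Kinase-Glo luminescence reports ATP generated from ADP (0.1 mM) and PEP (0.5 mM) by purified hPK-M2 after 1 h at room temperature, pH 7.2 imidazole buffer; intermediate enzyme activity allows detecting inhibitors and activators.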
Menin-MLL TR inh – qHTS Assay for Inhibitors Targeting the Menin-MLL Interaction in MLL Related Leukemias: Competition With Texas Red Labeled MLL-derived Mutant Peptide | O00255 | Menin + Texas Red MLL mutant peptide, fluorescence polarization | Potency, µM (titrated, usually from 61.6 µM), for the others: at the highest dose FP activity change, negative = inhibition, hits mostly inhibitors | 0.23% of 270,000 active; active = well fitted inhibition curve with a large enough effect in the polarisation, with a control signal flat, not every such curve was filed as active; inconclusive = small, poorly fitted or top-dose-only effect, or effect the other way, or a change in a side signal; inactive = no such curve, though single readings can be large or run the other way; the % refers to the polarisation; note: potency is the fitted concentration of half-maximal effect; % of control where 0% means no effect; many of its hits are not listed in these tables
Target sequence (O00255 whole entry, looked up): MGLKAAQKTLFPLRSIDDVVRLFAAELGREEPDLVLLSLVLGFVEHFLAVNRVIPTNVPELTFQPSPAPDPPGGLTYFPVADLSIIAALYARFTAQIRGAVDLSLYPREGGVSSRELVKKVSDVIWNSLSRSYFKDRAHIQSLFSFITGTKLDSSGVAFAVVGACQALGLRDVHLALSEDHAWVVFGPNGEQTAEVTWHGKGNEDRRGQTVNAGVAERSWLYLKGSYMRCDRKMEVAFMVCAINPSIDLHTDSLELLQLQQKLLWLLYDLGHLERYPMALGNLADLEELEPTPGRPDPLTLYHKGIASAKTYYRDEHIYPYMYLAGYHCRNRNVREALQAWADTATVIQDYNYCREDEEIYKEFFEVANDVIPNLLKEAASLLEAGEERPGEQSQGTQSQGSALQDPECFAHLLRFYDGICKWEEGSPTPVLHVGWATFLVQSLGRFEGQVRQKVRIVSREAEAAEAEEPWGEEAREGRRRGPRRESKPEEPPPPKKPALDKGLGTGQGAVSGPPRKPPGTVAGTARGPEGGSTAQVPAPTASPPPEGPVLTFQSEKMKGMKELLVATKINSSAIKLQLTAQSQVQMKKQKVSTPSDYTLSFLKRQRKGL
Rab9 promoter act – qHTS Assay for Rab9 Promoter Activators. Huh7 Rab9 promoter-luciferase reporter, luminescence, 24 h. Potency, µM (titrated, usually from 9.22 µM), inactives show at the top dose activation, negative = inhibition, most hits filed as activators. 2.8% of 320,000 active; note: potency is the fitted concentration of half-maximal effect; % of control where 0% means no effect; nearly all actives have a fitted effect of over 60% in size
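Huh7 cells stably carrying a Rab9 promoter-luciferase reporter, 1500 cells per well in OP-MEM I with 10% FBS, treated with compound 24 hours at 37C. Luciferase activity read by luminescence after 10 minutes with Amplite reagent.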
An asterisk follows results filed as active; u = inconclusive; x = not tested or not shown; [ ] = another dose, or the depositor's remark. Unless noted, calls come from the whole dose curve; as a rule, active = well fitted curve in the direction sought with a large enough effect; inconclusive = small, poorly fitted or top-dose-only effect, or another doubt; inactive = no such curve, though single readings can be large; an effect the other way counts as inactive or inconclusive. Some of the compounds tested (hit frequency here may not be typical).

SMILES | RORg inh | NPC1 promoter act | MBNL1 CUG block | FLuc modulator | KCNH2 3.1 inh | ELG1 repair inh | Gal4-VP16 FLuc | Mito fusion act | PKM2 act | Menin-MLL TR inh | Rab9 promoter act
C=CCN1C(=O)C(Cc2cccc(Cl)c2)S/C1=N/N=C/c1ccco1 (stereo unspecified) | -19% | -2% | -8% | 1% | -23 | -6% | -3% | -3% | 6% | 10% | -2%
Cc1cc(C)n(C)c(=O)c1C#N | -5% | 1% | -1% | -1% | 6 | 10% | 5% | 12% | -6% | 2% | 0%
O=C(CSc1ccc(Cl)cc1)Nc1cccc(-c2nc3ccccc3[nH]2)c1 | u | 16% | 15% | -7% | -7 | u | 10µM* | -2% | 2% | -15% | u
COC(=O)c1cc(C(=O)OC)cc(N2C(=O)CC(NNC(=O)c3ccccc3Br)C2=O)c1 (stereo unspecified) | 0% | 1% | 0% | 1% | -5 | 15% | -6% | 0% | -1% | u | 11%
CC1CCc2c(sc3ncnc(SCC(=O)N4CCN(C(=O)c5ccco5)CC4)c23)C1 (stereo unspecified) | -25% | -3% | 14% | -4% | x | -3% | 2% | -4% | -1% | 5% | -1%
O=C(CN1CCC(n2nnc3cc(F)ccc32)CC1)NC1CCCCC1 | -10% | -4% | -6% | 13% | 29 | -13% | -7% | 2% | 3% | -1% | -8%
N/C(COc1ccc(Cl)cc1Cl)=N\O | u | 7% | x | -13% | -16 | u | -1% | -9% | 5% | x | 8%
CCOC(=O)c1oc2ccccc2c1NC(=O)C1CCCCC1 | -3% | -2% | -8% | 0% | 4 | 10% | -13% | 1% | 1% | -1% | -1%
CCOc1ccc2nc(NC(=O)CN3C(=O)NC4(CCCC4)C3=O)sc2c1 | x | 11% | x | 6.7µM* | 7 | u | x | 1% | x | x | 25%
COc1ccc2oc(C)c(NC(C)=O)c2c1 | 9%[10 µM] | 1% | -6% | -1% | -1 | 1% | 2% | -6% | 0% | 6% | -6%
O=c1[nH][nH]c(-c2ccccc2)c1C=Nc1ccc(Cl)cc1 | u | -1% | 12% | -4% | 3 | 6% | u | 3% | -5% | -27% | 4%
COc1cc(NC(=O)c2ccccc2Cl)c2ncccc2c1 | 42% | -7% | 10% | u | 1 | -11% | 0% | -8% | 3%[11.5 µM] | u | 4%
COc1ccc(C(=O)c2oc3ccc(Br)cc3c2NC(C)=O)cc1 | 46% | -2% | 2% | 4% | -4 | 6% | -6% | -16% | 21% | 8% | 0%
COC(=O)CCN(C(=O)c1ccc2c(c1)OCO2)c1ccccn1 | 1% | -6% | 2% | -1% | -37 | 12% | -1% | -1% | 3% | 14% | -6%
Cc1ccc(NC(=O)Cn2c(O)c(N=NC(=O)c3cc4ccccc4cc3O)c3ccccc32)cc1 | u | 1% | x | u | -1 | u | u | 2% | -15% | u | -8%
COCCN(C(=O)COC(=O)C1COc2ccccc2O1)c1c(N)n(Cc2ccccc2)c(=O)[nH]c1=O (stereo unspecified) | x | 2% | x | 6% | 5 | 5% | x | -1% | x | x | -6%
CC(C)(C)OC(=O)N1CCC[C@H]1C(=O)Nc1ccc(C#N)cc1 | -1% | -2% | 0% | 0% | 2 | -1% | 1% | 14% | x | -2% | 4%
COc1cccc(/C=N/NC(=O)c2cc3c(OC)cccc3[nH]2)c1O | 0.79µM* | -27% | x | -19% | 11 | u | 2.2µM* | 0% | u | 1% | -36%[inhibitor]
COc1cccc(NC(=O)CN(c2ccccc2OC)S(=O)(=O)c2cccs2)c1 | x | -4% | x | x | -37 | 21µM* | x | 13% | x | x | -4%
COc1ccc(-c2cc3ccccc3cn2)cc1 | x | 0.63µM* | x | 0.85µM* | -4 | u | x | 7% | x | x | 0.63µM*
Cc1onc(-c2ccccc2Cl)c1C(=O)Nc1ccc(OCC(=O)N2CCOCC2)cc1 | -9% | -5% | -6% | 4% | -5 | 9.2µM* | -8% | -1% | 3% | -15% | 1%
CCn1cnc2cc(NCc3nc4ccccc4n3C)ccc21 | u | 0.79µM* | -7% | 3µM* | 0 | u | u | -7% | -37% | -25% | 0.5µM*
CC1(CCc2ccccc2)NC(=O)N(CC(=O)Nc2ccccc2)C1=O (stereo unspecified) | 12% | -5% | -10% | -18% | -14 | u | -9% | -7% | -2% | x | -1%
CCC(C)N(C(=O)CSc1nnc(NC(C)C)s1)C1CCS(=O)(=O)C1 (stereo unspecified) | x | -1% | x | 3% | 6 | 22% | x | -4% | x | x | 4%
Cc1ccc(S(=O)(=O)Nc2cccc(-c3ccc(N4CCCCCC4)nn3)c2)cc1 | 13% | u | 68%[activator] | 5.4µM* | 20 | u | -6% | 12% | 2%[0.46 µM] | 14% | u
Cc1ccccc1Nc1nc(Nc2ccccc2C)nc(SC2=NCCS2)n1 | 6.3µM* | -5% | 3% | 4% | -19 | u | 7.1µM* | 9% | -9% | -25% | 3%
C=CCNC(=O)/C(=C/c1ccco1)NC(=O)c1ccc(Br)o1 | -31% | -1% | 10% | 2% | -3 | 16% | 8%[0.365 µM] | -5% | 26% | -15% | -1%
CCOc1c(Br)cc(C2NS(=O)(=O)N=C3CCCCCN32)cc1OC (stereo unspecified) | -1% | -3% | -8% | 1% | 1 | 1% | -8% | 2% | -5% | 10% | 9%
COC(=O)CP(=O)(c1ccccc1)c1ccccc1 | -7% | -1% | -5% | 2% | 10 | 5% | -5% | -1% | -5% | 5% | -1%
COc1ccc(CNC(=O)CN(C)S(=O)(=O)c2ccc(Br)s2)cc1 | 25% | -4% | 1% | 0% | 12 | 2% | 4% | 7% | -9% | 2% | 0%
O=[N+]([O-])c1ccccc1S(=O)(=O)NCc1cccnc1 | 18% | -2% | 13% | 3% | 16 | 2% | -6% | 0% | -6% | -12% | -2%
COc1ccc(NS(=O)(=O)c2cc(NC(=O)c3ccncc3)ccc2N2CCOCC2)cc1 | 6% | -1% | -21% | 3% | -19 | -5% | 4% | 0% | -1% | -1% | 0%
CCOCCCNC(=O)c1ccc(-n2c(=S)[nH]c3ccccc3c2=O)cc1 | -38% | -7% | -5% | 6% | -4 | -5% | 5% | 3% | -5% | -1% | -3%
CCOC(=O)c1c(C)[nH]c(C(=O)N/N=C/c2cccc(OC)c2)c1C | u | 22% | 6% | u | -14 | u | 1% | 0% | 5% | 12% | 21%
CCOC(=O)Oc1c(OC)cc(C(=O)O[C@@H]2C[C@@H]3CN4CCc5c([nH]c6cc(OC)ccc56)[C@H]4C[C@@H]3[C@H](C(=O)OC)[C@H]2OC)cc1OC | x | -13% | x | 2% | -7 | u | x | -7% | x | x | -2%
O=C(NC1CC1)C1=NOC(CNc2ncc(C(F)(F)F)cc2Cl)C1 (stereo unspecified) | u | -2% | -5% | 3% | -2 | 0% | -7% | -2% | 2% | 2% | 1%
O=C1c2ccccc2NC(c2cccc(Cl)c2)N1N=C1CCCCCC1 (stereo unspecified) | 45% | 1% | -7% | u | -6 | 17% | -12% | 2% | -1% | -27% | -7%
CCCCC(=O)Nc1nnc(C2=COCCO2)o1 | 13µM* | -5% | 0% | -1% | 3 | 1% | 0% | -1% | 1% | 18% | 0%
O=C(Nc1ccc2oc(=O)ccc2c1)c1cccnc1 | u | 1% | 30%[activator] | -14% | -4 | u | u | 3% | -16% | -22% | 3%
NC(=O)c1ccc(NC(=O)CSc2nncn2-c2ccccc2)cc1 | 3% | -7% | 1% | -2% | -7 | u | 13% | 3% | -3% | -10% | -7%

Source: PubChem
